Assay outcomes: PubChem BioAssay, National Center for Advancing Translational Sciences (NCATS)
p53ts 39C tox – cytotoxicity in p53ts cells at nonpermissive temperature; H1299-p53A138V viability at 39C, ATP luminescence, 24 h; Potency, µM (titrated, usually from 46.1 µM), for the others: top-dose activity change, negative = cell killing, hits mostly cytotoxic; 130,000 compounds, 1.5% hits; AID 902; note: nearly all actives have a fitted effect of over 55% in size
Imprint erasure – inducers of genomic imprint erasure in mouse ES cells; mouse ES Peg3-LacZ reporter, beta-gal luminescence, 40 h; Potency, µM (titrated, usually from 60.7 µM), without a hit: at the top dose activity change, positive = activation, hits mostly activators; 110,000 compounds, 0.02% hits;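 note: 0% = negative control wells on the plate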
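Readout: BetaGlo luminescence (5 min, room temp) for LacZ from the normally silent maternal Peg3 allele in female Peg3LacZ-Neo ES cells. Cells 300/well, 40 h, 37C, 5% CO2. Data normalized per plate to negative controls.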
p53ts 32C tox – cytotoxicity in p53ts cells at permissive temperature. H1299-p53A138V at 32C, ATP luminescence viability, 24 h. Potency, µM (series often up to 46.1 µM), for the others: top-dose activity change, negative = cytotoxicity, usual class: cytotoxic. 130,000 compounds, 0.93% hits. AID 924;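 note: 0% = DMSO and -100% = full killing by reference compound; nearly all actives have a fitted effect of over 55% in size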
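H1299-p53 A138V cells (temperature-sensitive p53) exposed 24 h to up to 46 uM compound at 32C, where p53 is wild-type in conformation. Viability read as ATP luminescence and normalised to DMSO and 100 uM tamoxifen. AC50 fitted with the Hill equation.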
IkB sig inh – IkB pathway inhibition in ABC-DLBCL cells | ABC-DLBCL IkBa-CBG/CBR dual luciferase ratio, 4 h; response scale: scaled: untreated 0%, proteasome inhibitor 100% | Potency, µM (top dose mostly 57.1 µM), inactives show top-dose IkBa stabilization activation | 110,000 compounds, 0.04% hits | AID 445; active = well fitted curve in the direction sought with a large enough effect in the signal ratio, not every such curve was filed as active; inconclusive = small, poorly fitted or top-dose-only effect, or a change in a side signal; the % refers to the signal ratio;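 note: the direction sought is a rising ratio; 0% = basal untreated cells and 100% = reference inhibitor full response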
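In this assay, an IκBα–CBG68 fusion accumulates when IKK-driven degradation is blocked; native CBR normalizes for cell number. OCI-Ly3 cells were treated 4 h with compound and doxycycline, then green and red light read after Chroma-Glo addition.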
The depositor's hits bear a star; ? = inconclusive; nt = not tested or not shown; [ ] = dose if it differs, or a comment. Unless noted, calls come from the whole dose curve; as a rule, active = well fitted curve in the direction sought with a large enough effect; inconclusive = small, poorly fitted or top-dose-only effect, or another doubt; inactive = no such curve, though single readings can be large; an effect the other way counts as inactive or inconclusive. Unless noted, % is set by controls: 0 for no effect and ±100 for the full control effect; potency is the fitted concentration of half-maximal effect.

The line under a structure holds: IkB sig inh	Imprint erasure	p53ts 32C tox	p53ts 39C tox
CC1=CC(=O)C2=C(C)CCC3C(C)C(=O)OC3C12 (centres undefined)
→ nt	9%	12%	-1%
C=C(C)Cn1c(C(C)NC(=O)CCC)nc2ccccc21 (centres undefined)
→ -0.6%	-12%	-2%	6%
N=C1C(c2ccc(Br)cc2)=C(O)C2CCc3ccccc3N12 (centres undefined)
→ ?	-7%	3%	6%
CCOc1ccc(S(=O)(=O)N2CCC(N3CCN(Cc4ccc(F)cc4)C(=O)C3=O)CC2)cc1
→ -1.0%	-7%[10.9 µM]	-6%	-25%
O=C(c1ccc2c(c1)OCO2)c1cn(Cc2ccc(Cl)cc2)c2ccc(F)cc2c1=O
→ ?	15%[10.9 µM]	18%	-5%
COc1ccc(CCNC(=O)Cn2ncc3c(=O)oc4ccccc4c32)c(OC)c1
→ ?	-11%[10.9 µM]	0%	3%
COc1ccc(CCC(=O)Nc2ccc(-c3noc(-c4ccc(OC)c(OC)c4)n3)cc2)cc1
→ -0.2%	-22%	-13%	-3%
Cc1ccc(Cl)cc1N1CCN(S(=O)(=O)c2cc(Br)cc3c2N(C(=O)C2CC2)CC3)CC1
→ -0.1%	-5%[10.9 µM]	0%	22%
Cc1nn(Cc2ccccc2)c(C)c1NC(=O)c1cc2nc(-c3ccco3)cc(C(F)(F)F)n2n1
→ ?	-6%	1%	-6%
CCOc1ccc(-n2c(=O)c3c4c(sc3n(Cc3cccc(C)c3)c2=O)CCCC4)cc1
→ ?	-6%[10.9 µM]	3%	?
CCCNC(=O)CN1C(=O)c2cccnc2Sc2ccccc21
→ -0.8%	-10%[10.9 µM]	6%	5%
Cc1cc(C(=O)COC(=O)c2csc3c2CCCC3)c(C)n1C
→ -2.2%	-19%	-1%	-12%
N#Cc1cccc(C(c2nnnn2CCc2ccccc2)N2CCN(C3CCCCC3)CC2)c1 (centres undefined)
→ 0.7%	-13%	6%	5%
COc1cccc(Cn2c(SCc3ccc(C(=O)N4CCCCC4)cc3)nc3ccncc32)c1
→ ?	1%[10.9 µM]	-11%	?
CCOC(=O)c1c(C)oc2nc(C)nc(NCc3ccc(OC)cc3)c12
→ -2.3%	-10%[10.9 µM]	-14%	1%
COc1ccccc1C1(O)CC2CCC(C1)N2S(=O)(=O)c1ccc(C(C)=O)cc1 (centres undefined)
→ 16%	-7%	9%	3%
CCC(C(=O)N1CCN(c2cc(Cl)ccc2C)CC1)n1nc(C)c2sc3ccccc3c2c1=O (centres undefined)
→ -3.0%	-8%[10.9 µM]	-18%	-13%
CCOc1ccccc1CN1CCN(S(=O)(=O)CC)CC1
→ -3.4%	nt	-6%	-4%
CCC(c1nnnn1C1CCCC1)N(Cc1cccs1)Cc1cc2cccc(C)c2[nH]c1=O (centres undefined)
→ ?	-17%	8%	-2%
COc1ccc(/C=N/n2c(SC)nnc2-c2ccccc2)c(OC)c1OC
→ 5.5%	-24%	-11%	-13%

As entered above:
`COc1ccccc1C1(O)CC2CCC(C1)N2S(=O)(=O)c1ccc(C(C)=O)cc1` (centres undefined) in p53ts 32C tox = 9%
`Cc1nn(Cc2ccccc2)c(C)c1NC(=O)c1cc2nc(-c3ccco3)cc(C(F)(F)F)n2n1` in Imprint erasure = -6%

Results in p53ts 32C tox (six entries from above):
Structure | p53ts 32C tox
COc1cccc(Cn2c(SCc3ccc(C(=O)N4CCCCC4)cc3)nc3ccncc32)c1 | -11%
Cc1ccc(Cl)cc1N1CCN(S(=O)(=O)c2cc(Br)cc3c2N(C(=O)C2CC2)CC3)CC1 | 0%
C=C(C)Cn1c(C(C)NC(=O)CCC)nc2ccccc21 (centres undefined) | -2%
COc1ccc(CCNC(=O)Cn2ncc3c(=O)oc4ccccc4c32)c(OC)c1 | 0%
CCOC(=O)c1c(C)oc2nc(C)nc(NCc3ccc(OC)cc3)c12 | -14%
N#Cc1cccc(C(c2nnnn2CCc2ccccc2)N2CCN(C3CCCCC3)CC2)c1 (centres undefined) | 6%

More entries:
The line under a structure holds: IkB sig inh	Imprint erasure	p53ts 32C tox	p53ts 39C tox
CCOC(=O)c1cncc(NC(=O)c2ccccc2)c1
→ 0.8%	-6%	6%	5%
O=C(CCCn1c(SCC(=O)c2ccc(Cl)cc2)nc2ccccc2c1=O)NCc1ccco1
→ -1.1%	-14%	-9%	-3%
Cc1cccc(C(=O)Nc2sc3c(c2C(=O)NCc2ccco2)CCCC3)c1
→ ?	-7%[10.9 µM]	0%	-5%
NS(=O)(=O)c1cc(C2(O)NC(=O)c3ccccc32)ccc1Cl (centres undefined)
→ nt	-7%	-6%	7%
COc1cc(O)c2c(O)c3c(c4c2c1[C@@]1(C4)C(C)=CCCC1(C)C)[C@H](O)[C@@]1(O)CC(=O)C(C(N)=O)=C(O)[C@]1(O)C3=O
→ 7.0%[11.4 µM]	-29%[10.9 µM]	43%[activator][9.22 µM]	41%[activator][9.22 µM]
Cn1cc(Cl)c(C(=O)N/N=C/c2ccc(OS(=O)(=O)c3ccccc3)cc2)n1
→ nt	nt	-13%	-14%
CCc1nn(CC(=O)NCCCOC)c(=O)c2cc3occc3n12
→ -0.9%	-6%[10.9 µM]	-2%	-20%
CC1CCN(S(=O)(=O)c2ccc(-c3nnc(SCc4cccnc4)o3)cc2)CC1
→ -1.0%	5%	-9%	-9%
Cc1ccc(C(=O)NC2(C(F)(F)F)N=C(c3ccccc3)N(Cc3ccccc3)C2=O)cc1 (centres undefined)
→ -0.9%	-6%[10.9 µM]	11%	19%
CCOc1ccc2nc(NC(=O)CSc3nc4c(c(=O)n(C)c(=O)n4C)n3C(C)C)sc2c1
→ ?	3%	-20%	-21%
Clc1cccc(Cl)c1COc1ccncc1
→ -1.4%	-7%	7%	9%
CC1CCN(c2oc(Cc3cccc4ccccc34)nc2C#N)CC1
→ 3.8%	-16%	5%	3%
CCn1c(=N)c(S(=O)(=O)c2ccc(F)cc2)cc2c(=O)n3ccccc3nc21
→ 0.8%	-13%	10%	-3%
Cc1ccc(C(C)C)cc1C(=O)CC1(O)C(=O)N(C)c2ccccc21 (centres undefined)
→ 4.6%	17%	-5%	-1%
Cc1cccc(N(CC(=O)NCc2ccc3c(c2)OCO3)C(=O)CCC(=O)Nc2ccccn2)c1
→ ?	1%	1%	-1%
COc1ccc(C2NC(=O)NC(C)=C2C(=O)Nc2cccc(C)c2C)cc1 (centres undefined)
→ 3.2%	-23%	12%	18%
CCOc1ccc(-c2nnc(SCC(=O)NCc3ccc(C)cc3)nc2-c2ccc(OCC)cc2)cc1
→ -0.5%	-14%[10.9 µM]	7%	-18%
CC(C)(C)c1ccc(NS(=O)(=O)c2ccc(N)cc2)cc1
→ 0.6%[11.4 µM]	-1%[10.9 µM]	2%[9.22 µM]	-6%[9.22 µM]
COC(=O)CN(c1nc(C)cc(OC)n1)S(=O)(=O)c1ccc(C)cc1
→ 4.9%	-12%	8%	9%
Nc1cc(=O)[nH]c(SCc2nc3ccccc3n2Cc2ccccc2)n1
→ 0.5%	-4%	5%	1%
Cc1nc2ncnn2c(C)c1CCC(=O)N1CCN(c2ccccn2)CC1
→ -0.5%	-8%	-5%	1%
C[C@]12CCC3c4ccc(OS(=O)(=O)O)cc4CCC3C1CCC2=O (some centres undefined)
→ nt	-2%	-2%	-2%
COC(=O)[C@@H]1[C@@H](O)[C@]2(O)c3ccccc3O[C@]2(c2ccccc2)[C@H]1c1ccccc1
→ nt	nt	7%[9.22 µM]	13%[9.22 µM]
O=C(CSc1ncn[nH]1)NCCCc1ccccc1
→ 0.7%	-6%	2%	6%
COc1cc2c(C(=O)NC3CCCCCC3)cn(C)c(=O)c2cc1OC
→ -0.8%	-1%	4%	-1%
CC1Cc2ccccc2N1Cc1nc2scc(-c3cccs3)c2c(=O)[nH]1 (centres undefined)
→ 2.1%	29%	11%	12%
CCNc1c(NC(=O)c2cc(OCC)c(OCC)c(OCC)c2)c(=O)oc2ccccc12
→ ?	21%[10.9 µM]	13%	-15%
CC(CCc1ccccc1)NC(=O)Cn1ncc2c3ccccc3n(Cc3cccc(Cl)c3)c2c1=O (centres undefined)
→ -0.7%	-12%[10.9 µM]	-4%	-24%
COc1ccc(N2C(=O)CSC23C(=O)N(Cc2cccc(F)c2)c2ccccc23)cc1Cl (centres undefined)
→ ?	6%[10.9 µM]	9%	4%
O=C(CSc1cn(CC(=O)N2CCOCC2)c2ccccc12)Nc1ccccc1F
→ ?	-10%[10.9 µM]	-5%	-15%
COc1ccc(CNC(=O)C2CCN(S(=O)(=O)c3ccc(-c4nn[nH]n4)cc3)CC2)cc1
→ 2.4%	-5%	-8%	1%
CC(=O)Nc1ccc(S(=O)(=O)NCc2cn3c(C)csc3n2)cc1
→ 2.4%	-9%	20%	5%
COc1ccc2sc(N(Cc3cccnc3)C(=O)COc3ccccc3)nc2c1
→ 0.4%	18%[10.9 µM]	-5%	-22%
CCc1cc(C(=O)Nc2c(C)nn(Cc3ccccc3Cl)c2C)no1
→ 0.6%	11%[10.9 µM]	9%	-1%
Cc1cccc(C)c1OCc1nc2c3c(-c4ccccc4)c(-c4ccccc4)oc3ncn2n1
→ 0.4%	7%[10.9 µM]	10%	-6%
O=C(NCc1ccccc1F)C1CCN(C(=O)NCc2ccccc2)CC1
→ 0.2%	-4%	3%	0%
CCOc1ccc(N(Cc2ccccc2)C(=O)c2nc(S(C)(=O)=O)ncc2Cl)cc1
→ ?	-40%[inhibitor][10.9 µM]	13µM*	4µM*
CCOC(=O)N1CCN(C(=O)CSc2nnc(Cc3cccn3C)n2CCc2ccccc2)CC1
→ 1.4%	-17%	10%	15%
Cc1nc2cnc(N3CCOCC3)nc2n(Cc2cccs2)c1=O
→ 2.7%[11.4 µM]	nt	-4%	10%
CCOc1cc(C(=O)N2CCc3c([nH]c4ccccc34)C2c2ccccc2)cc(OCC)c1OCC (centres undefined)
→ ?	10%[10.9 µM]	11%	-4%
COc1cc(OC)c(NC(=O)c2ccoc2C)cc1Cl
→ -3.2%	-1%	-4%	-9%
COc1ccc(-c2n[nH]c3c2C(c2ccc(Cl)cc2Cl)NC3=O)cc1 (centres undefined)
→ ?	-12%[10.9 µM]	22%	?
COc1ccc(Nc2oc(-c3ccc(COc4ccc(OC)cc4)o3)nc2C#N)cc1
→ -2.4%	-19%[10.9 µM]	-7%	-12%
CC1(C)Nc2ccccc2N(CC(=O)N2CCCCC2)C1=O
→ nt	nt	3%	0%
COC(=O)C1Cc2c([nH]c3ccccc23)CN1 (centres undefined)
→ -0.7%	-2%	-13%	-28%
O=C(c1ccc2c(c1)OCCO2)N(Cc1cccnc1)c1nc2ccc(Cl)cc2s1
→ 0.9%	12%[10.9 µM]	-4%	-12%
Cc1cccc2cc(CN(CCN3CCOCC3)C(=O)Nc3ccccc3F)c(=O)[nH]c12
→ -0.4%	3%	4%	-3%
COc1cccc(Cn2nnc(C(=O)Nc3ccc(C)cc3)c2N)c1
→ 3.6%	-5%	-6%	0%
COC(=O)c1oc2ccc(Br)cc2c1NC(=O)CCCN1C(=O)c2ccccc2C1=O
→ -0.9%	-1%	-11%	-8%
c1ccc(COc2nsnc2N2CCOCC2)cc1
→ -5.1%	-5%	1%	12%
Cc1cccc(C(=O)Nc2cc3c(cc2N2CCOCC2)n(C)c(=O)n3C)c1
→ -4.5%	-7%[10.9 µM]	7%	1%
COc1cc(C2=NOC(C(=O)N3CCCCCC3)C2)cc(OC)c1OC (centres undefined)
→ 1.2%	-1%	-2%	0%
O=C(Nc1ccc2c(c1)N(C1CCCC1)C(=O)c1ccccc1S2)c1ccccc1
→ ?	-17%[10.9 µM]	?	-26%
O=C(NCCN1CCN(C(=O)c2cccs2)CC1)c1cccs1
→ 0.6%	-8%	3%	3%
CCOC(=O)c1[nH]c(C)c(CCC(=O)NCc2ccc(C)cc2)c1C
→ -3.2%	-6%[10.9 µM]	-4%	-4%
